Screens from PubChem.
CHRM5 agonist = CHRM5 agonism in calcium assay; P08912; CHO-K1 hM5 cells, Fluo-8 calcium fluorescence; 0% DMSO wells, 100% maximal acetylcholine response; activation, % at 3 µM; actives 0.19% (n = 360,000);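 active = activation above the run's mean over test compounds plus 3 SD, cut at about 23% in these data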;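 also: signal is peak over basal fluorescence ratio across the kinetic read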
Target sequence (P08912 whole entry, looked up): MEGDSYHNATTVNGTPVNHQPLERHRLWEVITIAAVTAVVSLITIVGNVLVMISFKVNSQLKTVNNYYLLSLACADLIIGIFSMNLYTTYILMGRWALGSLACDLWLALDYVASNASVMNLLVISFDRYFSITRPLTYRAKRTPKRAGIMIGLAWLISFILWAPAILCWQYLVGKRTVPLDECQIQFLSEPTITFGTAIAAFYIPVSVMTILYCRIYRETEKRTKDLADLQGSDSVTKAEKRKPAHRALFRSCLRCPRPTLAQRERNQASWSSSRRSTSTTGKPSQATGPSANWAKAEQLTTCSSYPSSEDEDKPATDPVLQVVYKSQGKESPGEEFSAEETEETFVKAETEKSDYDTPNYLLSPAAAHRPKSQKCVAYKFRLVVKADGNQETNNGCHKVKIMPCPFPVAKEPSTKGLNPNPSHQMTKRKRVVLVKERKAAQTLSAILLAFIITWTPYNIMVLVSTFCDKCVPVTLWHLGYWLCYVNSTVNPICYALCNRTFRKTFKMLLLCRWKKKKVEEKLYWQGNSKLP
M4 ag = CHRM4 agonism in calcium assay; activation, % at 3 µM; CHO-K1 hM4/Gqi5, Fluo-8 calcium fluorescence; vehicle 0%, full acetylcholine response 100%; actives 0.14% (n = 360,000);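 active = activation above the run mean over all test wells plus 3 SD, cut at about 32% in these data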;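 also: peak over basal fluorescence ratio per well then scaled between controls; 0% = DMSO wells and 100% = acetylcholine at EC100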
Target sequence (P08173 whole entry, looked up): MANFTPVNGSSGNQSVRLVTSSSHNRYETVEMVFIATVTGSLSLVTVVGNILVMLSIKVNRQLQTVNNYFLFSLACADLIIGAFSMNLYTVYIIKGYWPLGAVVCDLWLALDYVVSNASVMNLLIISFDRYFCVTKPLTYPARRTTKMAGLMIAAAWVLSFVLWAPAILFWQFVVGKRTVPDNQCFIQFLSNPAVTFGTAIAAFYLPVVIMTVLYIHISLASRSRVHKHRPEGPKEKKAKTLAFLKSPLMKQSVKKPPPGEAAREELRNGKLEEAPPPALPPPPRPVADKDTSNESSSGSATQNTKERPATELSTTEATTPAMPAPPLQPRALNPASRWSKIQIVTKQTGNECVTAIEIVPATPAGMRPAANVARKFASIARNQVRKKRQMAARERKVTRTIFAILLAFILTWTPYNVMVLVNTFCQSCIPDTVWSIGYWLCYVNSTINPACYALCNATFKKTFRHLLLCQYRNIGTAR
M4 antag = antagonists of human muscarinic M4 receptor (CHRM4); CHO-hM4 cells, ACh EC80, Fluo-8 calcium fluorescence; P08173; actives 0.73% (n = 360,000); inhibition, % at 3 µM; AID 624125;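 active = inhibition above its plate's cutoff, the mean inhibition of sample wells plus 3 SD, cut at about 27% in these data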;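 also: 0% = acetylcholine EC80 with DMSO and 100% = DMSO without agonist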
CHO-K1 Ca ag = counter-screen for M1 agonists: effect in parental CHO-K1 cells; actives 0.48% (n = 360,000); AID 602248; Fluo-8 calcium fluorescence; scaled to maximal ATP response, vehicle zero; activation, % at 3 µM; in the data active = activation above about 15%;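 also: untransfected CHO-K1 host cells lacking M1 receptor as counterscreen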
CHRM4 PAM = positive allosteric modulators of human muscarinic M4 receptor; P08173; actives 0.4% (n = 360,000); activation, % at 3 µM; AID 624126; CHO-K1 hM4/Gqi5, Fluo-8 calcium fluorescence, ACh EC20; 0% = ACh EC20, 100% = maximal ACh;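 active = activation above its plate's cutoff, the mean activation of sample wells plus 3 SD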; also: some results filed as inactive read as strong as hits
CHRM5 PAM = CHRM5 positive allosteric modulation. P08912. actives 0.3% (n = 360,000). AID 624038. CHO-K1 hM5, Fluo-8 calcium, ACh EC20 PAM; 0% = ACh EC20, 100% = ACh EC100. activation, % at 3 µM;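 active = activation above the run cutoff, the mean activation of all test compounds plus 3 SD, cut at about 18% in these data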
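System – CHO-K1 hM5 cells · Compound – 3 µM, single dose · Incubation – compound preincubation 140 s before EC20 acetylcholine addition · Technique – Fluo-8 calcium fluorescence · Measure – Max/basal fluorescence ratio as % of EC20–EC100 ACh window · Benchmarks – low control EC20 acetylcholine (0%), high control EC100 acetylcholine (100%) · Replication – singlicate, one well per test compound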
M5 antag = CHRM5 antagonism in calcium assay; P08912; CHO-hM5 cells, Fluo-8 calcium fluorescence, ACh EC80; inhibition, % at 3 µM; actives 0.59% (n = 360,000); AID 624040;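 active = inhibition above a per-plate cutoff, the mean of that plate's test compounds plus 3 SD, cut at about 27% in these data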;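 also: 0% = acetylcholine EC80 with DMSO and 100% = DMSO without agonist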
CHO-K1 Ca antag = counter-screen for M1 antagonists: effect in parental CHO-K1 cells. ATP-induced calcium, Fluo-8 fluorescence. inhibition, % at 3 µM. actives 0.6% (n = 360,000). AID 602250;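 active = inhibition above a per-plate cutoff, the plate's mean sample inhibition plus 3 SD, cut at about 24% in these data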;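 also: 0% = DMSO plus EC80 ATP and 100% = DMSO alone without ATP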
CHO-K1 Ca PAM = nonselective activator or artifact in parental CHO-K1 calcium assay; ATP EC20, Fluo-8 calcium fluorescence; 0% at ATP EC20, 100% at ATP max; activation, % at 3 µM; actives 0.02% (n = 360,000); AID 602247;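 active = activation above the run cutoff, the mean activation of all test compounds plus 3 SD, cut at about 40% in these data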;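 also: peak over basal fluorescence ratio in a 140 s read after ATP addition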
The depositor's hits bear a star.

item	SMILES	M4 ag	CHO-K1 Ca antag	M5 antag	CHRM5 agonist	CHRM4 PAM	CHRM5 PAM	M4 antag	CHO-K1 Ca PAM	CHO-K1 Ca ag
1	CCN(CC(=O)Nc1c(F)cccc1F)C(=O)c1n[nH]c2ccccc12	2	-5	13	-2	8	-1	9	12	2.9
2	CCC(Sc1nc2ccncc2[nH]1)C(=O)Nc1cc(Cl)ccc1C (configuration not stated)	-1	10	-11	7	8	6	-10	7	0.8
3	COc1ccccc1NC(=S)N1CCN(C(c2ccccc2)c2ccccc2)CC1	-1	11	33*	-16	-25	-31	20	-7	-0.6
4	CC(=O)Nc1ccc(NC(=O)COC(=O)C2c3ccccc3Oc3ccccc32)cc1	5	10	7	1	-6	5	2	9	0.7
5	CC(=O)NNC(=O)CCn1nnc(-c2ccc(Cl)cc2)n1	1	-8	3	1	5	4	4	11	0.5
6	COc1ccc(C2(C)NC(=O)N(CC(=O)Nc3ccc4c(c3)CCC4)C2=O)cc1OC (configuration not stated)	6	-2	3	1	-1	-11	-1	2	1.4
7	Cc1ccc(CCNC(=O)Cn2cccc2)cc1	0	1	-7	-2	-3	-7	-5	4	0.0
8	N#CCCN1CCNCC1	0	-8	-9	1	6	1	1	16	1.4
9	O=c1c2ccccc2ncn1CCCSc1ccc(Cl)cc1	1	-2	-2	-6	6	1	1	7	0.0
10	CCc1ccc(/C=C2\C(=N)N3N=C(CC(=O)N4CCCCC4)SC3=NC2=O)cc1	2	-10	-3	-4	12	-4	-21	-3	0.0
11	CCc1ccc(-c2ccc3nnc(SC)n3n2)cc1	-3	-17	2	-10	0	-6	2	0	-1.4
12	Nc1nc(=S)c2ncn(C3CCCCC3)c2[nH]1	1	-14	-7	3	7	15	3	3	0.3
13	Cn1c(=O)n(CCCOc2ccc(Cl)cc2)c2ccccc21	1	-3	-3	-4	-2	-3	0	17	0.5
14	Cc1onc(-c2ccc(Cl)cc2Cl)c1-c1csc(COc2ccccc2)n1	0	10	11	-1	4	-6	-11	-17	-0.3
15	Nc1nc2n(n1)C(c1cccs1)CC(c1ccccc1)N2 (configuration not stated)	3	-13	-5	1	-4	-1	-6	11	0.3
16	Oc1ccc(/C=C/c2ccnc3ccccc23)cc1	7	-10	1	2	5	-6	-8	17	5.4
17	NNC(=O)c1csc(COc2cc(Cl)cc(Cl)c2)n1	0	-8	-1	2	-1	5	-1	21	0.7
18	C/C(=N/Nc1ccc(C(=O)c2c(C)cc3ccccn23)cc1[N+](=O)[O-])c1ccc(O)cc1	0	-12	10	3	5	-3	-5	9	0.3
19	CCOC(CCNC(=O)c1cn(C)c(=O)c2c1c1ccccc1n2C)OCC	2	-8	5	-6	3	2	-6	12	1.3
20	CC(C)(C(=O)N[C@H](CO)c1ccccc1)C(=O)N[C@H](CO)c1ccccc1	1	-13	7	0	6	-1	-3	21	0.7
21	O=C(N/N=C\c1cc2c(cc1Cl)OCO2)c1ccc(Br)s1	0	-8	10	-5	7	2	5	12	0.5
22	NC(N)=N/N=C/c1ccc(OCc2ccccc2Cl)cc1	1	-5	-8	-5	-9	8	10	20	0.5
23	CCCCCCCCCC(=O)N1CCN(c2cc3c(cc2F)c(=O)c(C(=O)O)cn3CC)CC1	1	-1	10	-2	-1	2	0	1	0.2
24	COc1ccc(C2C(C(=O)Nc3ccccc3)=C(C)N=C3SCC(=O)N32)cc1 (configuration not stated)	2	-15	-3	-4	9	17	-10	21	0.8
25	COc1cccc(CC(NC(C)=O)C(=O)NC2CCN(S(=O)(=O)c3ccc(C)cc3)CC2)c1OC (configuration not stated)	0	16	7	-2	-7	-3	8	-15	-0.7
26	COc1ccc(NS(=O)(=O)c2cccc(C(=O)NCc3ccco3)c2)cc1	4	-14	1	2	5	-1	-19	10	4.1
27	C=CCOc1c(Br)cc(/C=N/NC(N)=O)cc1OC	0	-10	4	-3	2	-6	4	17	0.8
28	COc1ccc(NC(=O)CC2C(=O)NCCN2C(=O)Nc2ccc(C(F)(F)F)cc2)cc1 (configuration not stated)	1	-2	6	-3	3	-2	1	2	0.8
29	C/C(=C1/SC(N2CC(C)OC(C)C2)=NC1=O)c1ccccc1 (configuration not stated)	-1	-7	-7	-1	-6	0	5	15	0.8
30	C=CCNC(=O)c1onc(CSc2cccc3ccccc23)c1C(=O)O	0	-9	10	1	2	10	6	14	-0.1
31	COc1ccc(OC)c(CCNC(=O)CS(=O)(=O)Cc2nc(-c3ccccc3C)oc2C)c1	8	0	6	3	-13	-13	1	5	4.1
32	O=C1Nc2ccc(S(=O)(=O)NCc3ccccn3)c3cccc1c23	1	10	-9	3	-5	7	-4	-2	0.6
33	O=C(Nc1sc2c(c1C(=O)O)CCC2)C(=O)N1CCOCC1	-1	-18	-4	-3	9	2	-12	12	0.5
34	O=C(CSc1nnc(NC(=O)c2ccco2)s1)Nc1ccc2c(c1)OCCO2	1	-11	7	2	-2	1	0	10	2.6
35	COc1ccc(-c2oc3c(c2C#CC(C)(C)O)C(OCCO)CC3)cc1 (configuration not stated)	1	-13	-3	-3	7	-2	-9	14	0.6
36	CC(C)(C)c1ccc(C(=O)NCCOc2ccccc2)cc1	4	-6	-13	-18	-5	-3	-15	10	2.4
37	COc1ccc(-c2noc(C3CCCN(C(=O)c4ccccc4OC)C3)n2)cc1OC (configuration not stated)	0	-6	-2	6	8	0	3	21	1.1
38	COc1cc(OC)cc(C(=O)NNC(=O)Cc2ccc(OC)c(S(=O)(=O)N3CCOCC3)c2)c1	1	-5	2	-1	3	2	6	23	0.6
39	CCOc1cc(/C=N/NC(=O)CSc2cccc3cccnc23)ccc1O	8	-6	-3	-1	-3	-7	-8	6	2.6
40	COc1ccccc1N1CCN(S(=O)(=O)CCNC(=O)c2ccc(Br)o2)CC1	5	-4	-2	-2	0	-2	-14	-12	1.5
41	Cc1cc(O)c(/C=N/Nc2cccc(Cl)c2)c(=O)o1	0	-7	0	-1	4	-1	5	22	2.8
42	Cc1noc(NS(=O)(=O)c2ccc(NC(=O)CC(C)C)cc2)c1C	1	-20	-1	-3	13	5	-17	20	1.1
43	CCOC(=O)c1ccc(CSc2nncn2N)o1	0	-11	0	1	-1	-3	3	6	0.2
44	CCSC(=Nc1ccccc1)C1=C(O)COC1=O	0	-3	-4	1	2	5	1	2	-0.3
45	O=C(CCNS(=O)(=O)c1cccc2nonc12)NCCc1ccc(Cl)cc1	2	-7	-3	-1	6	-3	2	17	2.5
46	O=C(NCCCN1CCOCC1)c1cn(-c2ccccc2)nc1-c1cccs1	4	2	4	0	1	-2	1	-4	1.0
47	O=[N+]([O-])c1ccc(S(=O)(=O)N2CCN(c3ccc(N4CCOCC4)nn3)CC2)cc1	0	11	-4	1	8	1	-8	-7	0.0
48	COCCNC(=S)N(c1ccccc1)C(C)C	1	-13	11	1	12	7	-3	20	0.6
49	CCCn1c(N)c(C(=O)CN(C)CC(=O)Nc2ccc(C)cc2)c(=O)[nH]c1=O	0	-11	-4	-1	5	12	-13	9	1.0
50	CN1C2=NCCN2C(=O)c2ccccc21	1	-14	-4	2	5	1	1	14	0.6

Laid out differently: 11 of the compounds above
[37] COc1ccc(-c2noc(C3CCCN(C(=O)c4ccccc4OC)C3)n2)cc1OC (configuration not stated)
[38] COc1cc(OC)cc(C(=O)NNC(=O)Cc2ccc(OC)c(S(=O)(=O)N3CCOCC3)c2)c1
[39] CCOc1cc(/C=N/NC(=O)CSc2cccc3cccnc23)ccc1O
[40] COc1ccccc1N1CCN(S(=O)(=O)CCNC(=O)c2ccc(Br)o2)CC1
[41] Cc1cc(O)c(/C=N/Nc2cccc(Cl)c2)c(=O)o1
[42] Cc1noc(NS(=O)(=O)c2ccc(NC(=O)CC(C)C)cc2)c1C
[43] CCOC(=O)c1ccc(CSc2nncn2N)o1

compound no.	37	38	39	40	41	42	43
M4 ag	0	1	8	5	0	1	0
CHO-K1 Ca antag	-6	-5	-6	-4	-7	-20	-11
M5 antag	-2	2	-3	-2	0	-1	0
CHRM5 agonist	6	-1	-1	-2	-1	-3	1
CHRM4 PAM	8	3	-3	0	4	13	-1
CHRM5 PAM	0	2	-7	-2	-1	5	-3
M4 antag	3	6	-8	-14	5	-17	3
CHO-K1 Ca PAM	21	23	6	-12	22	20	6
CHO-K1 Ca ag	1.1	0.6	2.6	1.5	2.8	1.1	0.2

[44] CCSC(=Nc1ccccc1)C1=C(O)COC1=O
[45] O=C(CCNS(=O)(=O)c1cccc2nonc12)NCCc1ccc(Cl)cc1
[46] O=C(NCCCN1CCOCC1)c1cn(-c2ccccc2)nc1-c1cccs1
[47] O=[N+]([O-])c1ccc(S(=O)(=O)N2CCN(c3ccc(N4CCOCC4)nn3)CC2)cc1

compound no.	44	45	46	47
M4 ag	0	2	4	0
CHO-K1 Ca antag	-3	-7	2	11
M5 antag	-4	-3	4	-4
CHRM5 agonist	1	-1	0	1
CHRM4 PAM	2	6	1	8
CHRM5 PAM	5	-3	-2	1
M4 antag	1	2	1	-8
CHO-K1 Ca PAM	2	17	-4	-7
CHO-K1 Ca ag	-0.3	2.5	1.0	0.0

(listing goes on)
item	SMILES	M4 ag	CHO-K1 Ca antag	M5 antag	CHRM5 agonist	CHRM4 PAM	CHRM5 PAM	M4 antag	CHO-K1 Ca PAM	CHO-K1 Ca ag
51	O=C(CN(C(=O)c1csnn1)c1ccccc1Cl)NCCc1ccccc1	2	-4	-11	0	2	0	-13	-2	0.4
52	O=C(Cn1c(SCC(=O)N2CCc3ccccc3C2)nc2ccccc21)NC1CCCC1	1	3	4	-5	-11	-4	12	1	0.5
53	COc1ccccc1NC(=S)N(Cc1ccco1)Cc1cc2ccc(C)c(C)c2[nH]c1=O	1	-13	2	-4	0	-5	10	24	1.9
54	CCOc1ccc(CN2CCN(Cc3cccc4nonc34)CC2CCO)cc1 (configuration not stated)	1	-4	-15	-3	-8	2	-1	-4	0.7
55	COc1ccc([C@H]2CC(=O)C=C(c3ccccc3OC)C2)cc1OC	9	-9	7	1	-1	-10	9	6	4.4
56	CCC(=O)Nc1nc2ccc(S(C)(=O)=O)cc2s1	0	4	1	-3	-4	-2	8	4	-0.2
57	O=C(CCc1ccccc1)Nc1nncs1	0	-11	-1	-2	3	-5	-11	19	0.3
58	CCOC(=O)c1nc(NCc2cccc(OC)c2)c2ccccc2n1	2	0	5	2	11	-3	2	15	1.4
59	CCc1nnc(NC(=O)CCC(=O)N2CCN(C3c4ccccc4-c4ccccc43)CC2)s1	2	-9	-1	-5	-4	-2	-8	23	0.6
60	CCC(C)NC(=O)C1CCN(C(=O)COc2ccc3c4c(c(=O)oc3c2C)CCCC4)CC1 (configuration not stated)	0	9	7	-5	8	-3	7	-10	0.8
61	Cc1ccnc(NC(=O)c2sc3ccccc3c2Cl)c1	1	4	1	-1	4	3	4	10	-0.2
62	COc1ccccc1Nc1nccc(N(C)C)c1C#N	0	4	6	-1	4	14	-6	1	0.0
